Screening data (PubChem BioAssay)
DRD3 antagonist – blocks the human D3 dopamine receptor; P35462; D3R cells, DiscoveRx beta-arrestin luminescence, antagonist mode; stronger effect = lower value; max response, negative = inhibition, %; actives 2.5% (n = 360,000); in the data active means max response below about -50%; inconclusive means no clear call, values can overlap the other calls; further: on the % scale 0 is the no-effect control and ±100 the full control effect; mostly tested at two doses, the higher about 12 µM
Target sequence (P35462 whole entry, looked up): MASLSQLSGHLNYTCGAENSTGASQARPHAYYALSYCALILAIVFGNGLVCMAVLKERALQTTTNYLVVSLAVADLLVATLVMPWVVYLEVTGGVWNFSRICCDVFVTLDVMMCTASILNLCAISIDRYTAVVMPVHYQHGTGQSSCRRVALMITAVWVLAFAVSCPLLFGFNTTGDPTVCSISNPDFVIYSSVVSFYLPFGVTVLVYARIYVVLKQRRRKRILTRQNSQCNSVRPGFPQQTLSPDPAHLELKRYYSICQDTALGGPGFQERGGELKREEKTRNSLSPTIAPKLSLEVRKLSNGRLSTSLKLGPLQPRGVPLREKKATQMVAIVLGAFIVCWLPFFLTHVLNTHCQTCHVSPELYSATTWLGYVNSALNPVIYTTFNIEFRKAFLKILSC
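Cells plated overnight at 1500 cells/well, then exposed to library compounds with dopamine controls for 90 minutes at 37 degrees C. DiscoveRx reagent added for 30–60 minutes at room temperature; luminescence read, quantitative HTS format.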
Mm-Cpn inhibitor – M. maripaludis TRiC chaperonin inhibition; AID 504842; Potency, µM (series often up to 76.9 µM), inactives show top-dose activity, negative = inhibition, usual class: inhibitors; actives 0.031% (n = 330,000); purified Mm-Cpn ATPase, ADP Transcreener TR-FRET; further: potency means the concentration at half of the fitted maximal effect; on the % scale 0 is the no-effect control and ±100 the full control effect; nearly all actives have a fitted effect of over 80% in size
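Purified archaeal chaperonin (25 nM final) was preincubated with compound for 10 min at 37°C, then ATP (10 uM final) was added for 30 min at 37°C in Tris pH 7.4/KCl/MgCl2/DTT buffer. ADP was quantified by HTRF Transcreener TR-FRET.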
EPAC2 antag – EPAC2 (human) antagonism; Q8WZA2; Potency, µM (doses to about 114 µM), inactives show at the top dose activity, negative = inhibition, actives largely listed as inhibitors; EPAC2 GEF exchange of Rap1B-BODIPY-GDP, fluorescence; actives 0.18% (n = 360,000); further: potency means the concentration at half of the fitted maximal effect; on the % scale 0 is the no-effect control and ±100 the full control effect; nearly all actives have a fitted effect of over 45% in size; many of its hits are not listed in these tables
CCT modulator – modulators of cytosolic chaperonin (CCT/TRiC) activity. AID 651819. purified chaperonin ATPase assay, HTRF ADP detection, 30 min. activity change, % (test concentration not listed), hits read low. actives 0.3% (n = 360,000); in the data active means activity change below about -30%; further: on the % scale 0 is the no-effect control and ±100 the full control effect
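TRiC at 40 or 20 nM final (batch-dependent) in 30 mM Tris pH 7.4, 100 mM KCl, 5 mM MgCl2, 1 mM DTT, with compound at single 76 uM and 10 uM ATP, 30 min at 37 deg C. ADP detected by HTRF Transcreener, 665/615 ratio.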
EPAC2 ag – EPAC2 (human) agonism; EPAC2 activation, biochemical qHTS; response scale: 100% = 6.5 mM cAMP response; Potency, µM (doses to about 154 µM), for the others: at the highest dose activation, most hits filed as activators; actives 0.079% (n = 360,000); further: potency means the concentration at half of the fitted maximal effect; nearly all actives have a fitted effect of over 50% in size
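Compounds were titrated in qHTS against a Rap1B-BODIPY-GDP (250 nM) complex with EPAC2 (100 nM) and GDP (50 uM). BODIPY-GDP release tracked at 480/540 nm over 30 min at room temperature, normalized to 6.5 mM cAMP.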
Akt phos inh – inhibitors of Akt phosphorylation; Neuro2A IGF-stimulated pAkt S473 HTRF, 20 min; stronger effect = lower value; activity change, % for hits at 50 µM; actives 0.32% (n = 360,000); AID 651550; in the data active means activity change below about -80%; inconclusive means mostly about -51% to -80%; further: on the % scale 0 is the no-effect control and ±100 the full control effect
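Single-point screen (50 µM final compound) in Neuro2A cells stimulated 20 min with 6 nM IGF at 37 deg C. After lysis, Ser473-phosphorylated Akt read by HTRF (ex 330 nm, em 615/665 nm) as the 665/615 ratio.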
PTHR1 ag – activates the human parathyroid hormone receptor PTHR1; Q03431; HEK293 GP2 PTHR1 cells, GloSensor cAMP luminescence, 1 h; Potency, µM (doses to about 115 µM), without a hit: top-dose activation, hits mostly activators; actives 0.075% (n = 410,000); further: potency means the concentration at half of the fitted maximal effect; nearly all actives have a fitted effect of over 55% in size; some results filed as inactive show a strong effect at the top dose; inactives centre near -15; many of its hits are not listed in these tables
Target sequence (Q03431 whole entry, looked up): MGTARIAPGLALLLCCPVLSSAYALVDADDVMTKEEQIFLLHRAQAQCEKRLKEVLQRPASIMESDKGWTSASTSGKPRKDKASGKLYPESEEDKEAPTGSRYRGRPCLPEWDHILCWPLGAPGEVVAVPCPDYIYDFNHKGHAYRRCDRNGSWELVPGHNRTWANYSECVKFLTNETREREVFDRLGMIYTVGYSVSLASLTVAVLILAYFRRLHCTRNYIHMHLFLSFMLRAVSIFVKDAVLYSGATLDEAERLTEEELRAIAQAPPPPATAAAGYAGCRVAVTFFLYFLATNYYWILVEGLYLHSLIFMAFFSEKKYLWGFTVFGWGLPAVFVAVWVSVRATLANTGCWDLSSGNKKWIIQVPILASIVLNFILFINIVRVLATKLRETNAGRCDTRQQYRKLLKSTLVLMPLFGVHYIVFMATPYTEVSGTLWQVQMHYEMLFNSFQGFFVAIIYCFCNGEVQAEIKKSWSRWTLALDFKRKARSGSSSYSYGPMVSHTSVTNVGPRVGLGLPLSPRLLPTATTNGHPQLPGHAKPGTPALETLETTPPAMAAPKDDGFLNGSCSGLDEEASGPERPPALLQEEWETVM
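HEK-293-derived GP2 cells expressing PTHR1 and a GloSensor cAMP reporter, 3,000/well, plated overnight, given luciferin plus IBMX (each 0.5 mM as added) for 1 h at 37 °C, then compound for 1 h at 37 °C. Luminescence was read after 15 min at room temperature.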
DRD3 agonist – agonists of human D3 dopamine receptor; P35462; D3R DiscoveRx beta-arrestin cells, luminescence, 90 min; max activation, %; actives 0.58% (n = 410,000); AID 652048; in the data active means max activation above about 30%; further: 0% is about no effect; mostly tested at two doses, the higher about 12 µM
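Agonist mode: compounds and dopamine controls were applied to plated cells for 90 min at 37 degrees C after an overnight attachment at 1500 cells/well. Luminescent read-out followed 30 - 60 minutes at room temperature with DiscoveRx detection reagent.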
The depositor's hits bear a star; [ ] = another dose, or the depositor's remark. Unless noted, the call rests on the fitted dose curve; in most records, active means well fitted curve in the direction sought with a large enough effect; inconclusive means small, poorly fitted or top-dose-only effect, or another doubt; inactive means no such curve, though single readings can be large; an effect the other way counts as inactive or inconclusive.

How did CCC(C)NCC(=O)Nc1cc(S(=O)(=O)N(CC)c2ccccc2)ccc1Cl (stereo not drawn) do in these assays?
DRD3 antagonist: 4; Mm-Cpn inhibitor: -2%; EPAC2 antag: -5%; CCT modulator: -1.2; EPAC2 ag: -1%; Akt phos inh: inactive; PTHR1 ag: inactive; DRD3 agonist: -1

What do the screens show for `Cc1cccc(NC(=O)/C(C#N)=C/c2ccc(Sc3ccccc3)o2)c1C`?
DRD3 antagonist: -3; Mm-Cpn inhibitor: -1%; EPAC2 antag: -10%[57.1 µM]; CCT modulator: -0.2; EPAC2 ag: inconclusive; Akt phos inh: inactive; PTHR1 ag: -42%[inhibitor]; DRD3 agonist: -3

Results for COCCOC(=O)C1=C(C)N(Cc2ccccc2)C(=O)NC1c1cccc(OC)c1OC (stereo not drawn) ?
DRD3 antagonist: 7; Mm-Cpn inhibitor: 2%; EPAC2 antag: 9%; CCT modulator: 0.4; EPAC2 ag: -1%; Akt phos inh: inactive; PTHR1 ag: inactive; DRD3 agonist: 2

Results for CC(CCc1ccccc1)NC(=O)COC(=O)C1CCC(C(C)(C)C)CC1 (stereo not drawn) ?
DRD3 antagonist: 12; Mm-Cpn inhibitor: -1%; EPAC2 antag: -15%; CCT modulator: 0.8; EPAC2 ag: -12%; Akt phos inh: inactive; PTHR1 ag: -24%; DRD3 agonist: 2

How did N#CC1(NC(=O)COc2ccccc2[N+](=O)[O-])CCCCC1 do in these assays?
DRD3 antagonist: -18; Mm-Cpn inhibitor: -1%; EPAC2 antag: -6%; CCT modulator: 1.1; EPAC2 ag: 0%; Akt phos inh: inactive; PTHR1 ag: inactive; DRD3 agonist: 3

What do the screens show for `O=C(COc1ccc2c3c(c(=O)oc2c1)CCCC3)NC(Cc1ccc(Cl)cc1)C(=O)O` (stereo not drawn)?
DRD3 antagonist: -20; Mm-Cpn inhibitor: 0%; EPAC2 antag: -21%; CCT modulator: -1.3; EPAC2 ag: 1%; Akt phos inh: inactive; PTHR1 ag: inconclusive; DRD3 agonist: 8

Results for CCC1CCCCN1C(=O)COc1ccc2c3c(c(=O)oc2c1)CCC3 (stereo not drawn) ?
DRD3 antagonist: -23; Mm-Cpn inhibitor: 0%; EPAC2 antag: 0%; CCT modulator: 1.6; EPAC2 ag: 0%; Akt phos inh: inactive; PTHR1 ag: inactive; DRD3 agonist: 1

How did N/C(=N\OC(=O)CCCOc1ccccc1)c1cccc(Br)c1 do in these assays?
DRD3 antagonist: 6; Mm-Cpn inhibitor: -3%; EPAC2 antag: -2%; CCT modulator: -2.1; EPAC2 ag: 7%; Akt phos inh: inactive; PTHR1 ag: -18%; DRD3 agonist: -3

Results for NC(=O)c1ccc(N2CCCC2)nc1 ?
DRD3 antagonist: 18; EPAC2 antag: -3%; CCT modulator: -2.8; EPAC2 ag: 4%; Akt phos inh: inactive; PTHR1 ag: inactive; DRD3 agonist: 2

What do the screens show for `CC1CN(C(=O)CCC(=O)NC(C)c2ccccc2)c2cc(Cl)ccc2O1` (stereo not drawn)?
DRD3 antagonist: -14; Mm-Cpn inhibitor: 1%; EPAC2 antag: -14%; CCT modulator: 1.7; EPAC2 ag: 17%; Akt phos inh: inactive; PTHR1 ag: inactive; DRD3 agonist: -6

How did COc1cccc(-n2nc(C(=O)N3CCN(Cc4ccccc4)CC3)c3ccccc3c2=O)c1 do in these assays?
DRD3 antagonist: 3; Mm-Cpn inhibitor: 1%; EPAC2 antag: -10%; CCT modulator: 0.9; EPAC2 ag: 20%; Akt phos inh: inactive; PTHR1 ag: -14%; DRD3 agonist: 0

How did CCOc1ccc(CCNC(=O)C2CC(=O)N(Cc3ccc(OC)cc3)C2)cc1OCC (stereo not drawn) do in these assays?
DRD3 antagonist: 17; Mm-Cpn inhibitor: -2%; EPAC2 antag: -7%; CCT modulator: 1.7; EPAC2 ag: -4%; Akt phos inh: inactive; PTHR1 ag: -4%; DRD3 agonist: -1

What do the screens show for `CCOC(=O)N1CCN(S(=O)(=O)c2ccc(C(=O)NNc3nc4ccc(Cl)cc4s3)cc2)CC1`?
DRD3 antagonist: -10; Mm-Cpn inhibitor: 1%; EPAC2 antag: 7%; CCT modulator: -3.1; EPAC2 ag: 14%; Akt phos inh: inactive; PTHR1 ag: -56%[inhibitor]; DRD3 agonist: 4

What do the screens show for `Cc1ccc(S(=O)(=O)N2CCCCC2)cc1NC(=O)CN1C(=O)c2ccccc2S1(=O)=O`?
DRD3 antagonist: 4; Mm-Cpn inhibitor: -2%; EPAC2 antag: 1%; CCT modulator: 1.8; EPAC2 ag: -1%; Akt phos inh: inactive; PTHR1 ag: -42%[inhibitor]; DRD3 agonist: -6

Results for CCN1/C(=C/c2ccc3cc(C)ccc3[n+]2CC)Sc2cc(C)ccc21 ?
DRD3 antagonist: 8; Mm-Cpn inhibitor: -16%; EPAC2 antag: 5%; CCT modulator: -1.5; EPAC2 ag: 3%; Akt phos inh: inactive; PTHR1 ag: -29%; DRD3 agonist: 3

What do the screens show for `Cc1cccc(NC(=S)NNC(=S)NCc2ccccc2)c1`?
DRD3 antagonist: 4; Mm-Cpn inhibitor: -1%; EPAC2 antag: -6%; CCT modulator: -1.6; EPAC2 ag: -15%; Akt phos inh: inactive; PTHR1 ag: -57%[inhibitor][57.5 µM]; DRD3 agonist: -10

How did CN(CC(=O)Nc1ccc(F)cc1)C(=O)C1CCN(C(=O)Nc2ccccc2)CC1 do in these assays?
DRD3 antagonist: 20; Mm-Cpn inhibitor: 0%; EPAC2 antag: 0%; CCT modulator: -3.7; EPAC2 ag: 4%; Akt phos inh: inactive; PTHR1 ag: inactive; DRD3 agonist: 1

Results for CCC(c1nnnn1CCc1ccccc1)N1CCN(C(=O)c2ccco2)CC1 (stereo not drawn) ?
DRD3 antagonist: inconclusive; Mm-Cpn inhibitor: 0%; EPAC2 antag: -3%; CCT modulator: -2.4; EPAC2 ag: -6%; Akt phos inh: inactive; PTHR1 ag: inactive; DRD3 agonist: -2

What do the screens show for `CN(C)CCN(C(=O)CCc1ccccc1)c1nc2c(F)cc(F)cc2s1`?
DRD3 antagonist: -28; Mm-Cpn inhibitor: 2%; EPAC2 antag: 8%; CCT modulator: -1.1; EPAC2 ag: 8%; Akt phos inh: inactive; PTHR1 ag: -28%; DRD3 agonist: -17

Results for O=C(COc1ccc2ccccc2c1)N1CCN(C(=O)c2cccnc2)CC1 ?
DRD3 antagonist: -2; Mm-Cpn inhibitor: -4%; EPAC2 antag: -3%; CCT modulator: 0.1; EPAC2 ag: 5%; Akt phos inh: inactive; PTHR1 ag: inactive; DRD3 agonist: 4

Results for O=C(O)c1ccccc1SCC(=O)N1c2ccccc2Sc2ccccc21 ?
DRD3 antagonist: 4; Mm-Cpn inhibitor: 2%; EPAC2 antag: -1%; CCT modulator: -1.9; EPAC2 ag: -1%; Akt phos inh: inactive; PTHR1 ag: -30%; DRD3 agonist: 2

Results for CC1(C)S[C@@H]2C(C(=O)OCc3ccccc3)NC(=O)N2C1C(=O)OCc1ccccc1 (stereo partly drawn) ?
DRD3 antagonist: -23; EPAC2 antag: -21%; CCT modulator: -1.9; EPAC2 ag: 10%; Akt phos inh: inactive; PTHR1 ag: -35%[inhibitor]; DRD3 agonist: 6

What do the screens show for `COc1cccc(Nc2nc(-c3ccc4c(c3)OCCO4)cs2)c1`?
DRD3 antagonist: -8; Mm-Cpn inhibitor: inconclusive; EPAC2 antag: 12%; CCT modulator: 0.6; EPAC2 ag: 6%; Akt phos inh: inactive; PTHR1 ag: -26%; DRD3 agonist: -2

How did CNC(=O)C1CCN(S(=O)(=O)c2c(C)noc2/C=C/c2cccc(OC)c2)CC1 do in these assays?
DRD3 antagonist: 22; Mm-Cpn inhibitor: -1%; EPAC2 antag: 3%; CCT modulator: -0.7; EPAC2 ag: -4%; Akt phos inh: inactive; PTHR1 ag: inactive; DRD3 agonist: 0

How did Cc1cc(C)c(C#N)c(SCCS(=O)(=O)Cc2ccccc2)n1 do in these assays?
DRD3 antagonist: -84*; Mm-Cpn inhibitor: 3%; EPAC2 antag: -2%; CCT modulator: -0.7; EPAC2 ag: 17%; Akt phos inh: inactive; PTHR1 ag: inactive; DRD3 agonist: -11

Results for O=C(CSc1ccc(-c2ccc(Br)cc2)nn1)N1CCOCC1 ?
DRD3 antagonist: 0; Mm-Cpn inhibitor: -8%; EPAC2 antag: -17%; CCT modulator: 0.3; EPAC2 ag: 1%; Akt phos inh: inactive; PTHR1 ag: -65%[inhibitor]; DRD3 agonist: -19

Results for O=C(CCCN1C(=O)/C(=C/c2cccs2)SC1=S)Nc1cccnc1 ?
DRD3 antagonist: -9; Mm-Cpn inhibitor: 0%; EPAC2 antag: 0%; CCT modulator: 0.8; EPAC2 ag: 8%; Akt phos inh: inactive; PTHR1 ag: 2%; DRD3 agonist: -4

What do the screens show for `COc1cccc(CNC(=O)C2CCC(CNS(=O)(=O)c3cccc4cccnc34)CC2)c1` (stereo not drawn)?
DRD3 antagonist: -3; Mm-Cpn inhibitor: 2%; EPAC2 antag: 2%; CCT modulator: 0.5; EPAC2 ag: 19%; Akt phos inh: inactive; PTHR1 ag: inactive; DRD3 agonist: 5

Pulled by structure from above (3):
What do the screens show for `O=C(COc1ccc2c3c(c(=O)oc2c1)CCCC3)NC(Cc1ccc(Cl)cc1)C(=O)O` (stereo not drawn)?
DRD3 antagonist: -20; Mm-Cpn inhibitor: 0%; EPAC2 antag: -21%; CCT modulator: -1.3; EPAC2 ag: 1%; Akt phos inh: inactive; PTHR1 ag: inconclusive; DRD3 agonist: 8

Results for O=C(CCCN1C(=O)/C(=C/c2cccs2)SC1=S)Nc1cccnc1 ?
DRD3 antagonist: -9; Mm-Cpn inhibitor: 0%; EPAC2 antag: 0%; CCT modulator: 0.8; EPAC2 ag: 8%; Akt phos inh: inactive; PTHR1 ag: 2%; DRD3 agonist: -4

How did CN(CC(=O)Nc1ccc(F)cc1)C(=O)C1CCN(C(=O)Nc2ccccc2)CC1 do in these assays?
DRD3 antagonist: 20; Mm-Cpn inhibitor: 0%; EPAC2 antag: 0%; CCT modulator: -3.7; EPAC2 ag: 4%; Akt phos inh: inactive; PTHR1 ag: inactive; DRD3 agonist: 1

Some of the compounds tested (hit frequency here may not be typical).
